Source: PubChem (several laboratories)
FXIIa inh = inhibitors of human coagulation factor XIIa. purified FXIIa, Boc-QGR-AMC fluorogenic substrate, 2 h. AID 800. inhibition, % at 5 µM. hit rate 0.3% among 220,000; in the data active = inhibition above about 40%;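 also: 0% = enzyme with no compound and 100% = blank without enzyme; many of its hits are not listed in these tables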
zVAD death inh = blocks zVAD induced death of L929 cells; L929 zVAD necroptosis rescue, ATP luminescence, 24 h; with zVAD 60 µM; viability rescue, % at 10 µM; hit rate 0.38% among 220,000;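 active = activation, scaled between plate controls, above about 75%, limit read from the data; inactive = activation under that limit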;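 also: 0% = zVAD with DMSO and 100% = DMSO alone without zVAD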
hK5 inh = inhibitors of human kallikrein 5; Q9Y337; recombinant hK5, fluorogenic AMC substrate cleavage; inhibition, % at 5 µM; hit rate 0.59% among 210,000; AID 873;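 active = inhibition of 40% or more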;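 also: 0% = enzyme controls without compound and 100% = no-enzyme blanks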
Target sequence (Q9Y337 67-293 limits assumed): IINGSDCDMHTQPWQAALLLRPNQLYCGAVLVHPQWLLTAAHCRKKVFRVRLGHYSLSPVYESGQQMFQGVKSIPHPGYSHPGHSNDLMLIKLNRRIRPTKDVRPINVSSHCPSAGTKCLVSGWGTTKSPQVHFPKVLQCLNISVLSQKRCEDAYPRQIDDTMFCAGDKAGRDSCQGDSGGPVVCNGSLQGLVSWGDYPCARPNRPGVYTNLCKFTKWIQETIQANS
Rad51 HR inh = Rad51 (human) homologous recombination inhibition. AID 1385. inhibition, % at 10 µM. hRad51 DNA strand exchange, fluorescence dequenching. Q06609. hit rate 0.085% among 200,000;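 active = inhibition above 40% at the single screening dose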;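 also: 0% = DMSO control wells and 100% = blanks with heterologous ssDNA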
Target sequence (Q06609 whole entry, looked up): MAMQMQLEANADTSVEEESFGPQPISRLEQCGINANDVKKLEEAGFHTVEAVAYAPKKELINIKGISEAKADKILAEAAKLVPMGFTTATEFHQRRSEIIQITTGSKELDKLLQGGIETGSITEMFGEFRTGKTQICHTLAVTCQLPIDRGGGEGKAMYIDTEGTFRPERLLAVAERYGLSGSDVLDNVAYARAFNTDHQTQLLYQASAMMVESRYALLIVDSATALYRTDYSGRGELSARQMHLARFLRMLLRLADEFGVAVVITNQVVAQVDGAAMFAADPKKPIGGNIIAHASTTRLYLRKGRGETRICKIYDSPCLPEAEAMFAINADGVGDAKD
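Read-out basis: percent inhibition relative to plate controls and blanks / Assay system: human Rad51 nucleoprotein filaments preassembled on unlabelled ssDNA / Timing: filaments 15 min 37 °C, then compound 30 min / Control set: per-plate controls and blanks / Technique: fluorescence dequenching at 485/520 nm / Compound: 10 µM final, single point / Also added: Fluorescein- and BHQ1-tagged 47-mer duplex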
FXIa inh 1536 = factor XIa (human) inhibition; P03951; purified FXIa, Boc-Glu-Ala-Arg-AMC fluorogenic substrate; inhibition, % at 5 µM; hit rate 0.14% among 220,000;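 active = inhibition of at least 40%; inactive = inhibition below 40%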;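 also: fluorescence of freed AMC excited at 355 nm; 0% = enzyme without compound and 100% = no enzyme blank; many of its hits are not listed in these tables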
thrombin 1536 = blocks human thrombin protease activity; P00734; alpha-thrombin, Boc-VPR-AMC fluorogenic substrate cleavage; inhibition, % at 5 µM; hit rate 0.26% among 220,000;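 active = inhibition at or above 40%; inactive = inhibition below 40%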;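 also: 0% = enzyme with no compound and 100% = wells without enzyme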
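System – human alpha-thrombin protein · Reagent – Boc-VPR-AMC substrate, 15 µM final · Compound – 5 µM single dose in 0.2% DMSO · Schedule – reaction at room temperature · Technique – AMC fluorescence at 355 nm excitation and 460 nm emission · Read-out basis – % inhibition relative to enzyme controls and enzyme-free blanks · Control set – no-compound enzyme wells and no-enzyme blanks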
KCC2 mod = modulators of human KCC2 chloride dependent transport. Q9H2X9. KCC2 cells, thallium flux FluoZin-2 fluorescence. B-score of Tl+ flux slope (higher = more flux/activation; lower = inhibition) at 10 µM. hit rate 2.2% among 190,000. AID 1456;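 active = thallium flux slope and its plate-corrected score both differing from the plate sample mean at a set confidence after two filtering rounds, in either direction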;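 also: slope of fluorescence scaled to starting intensity during 10 to 20 s after thallium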
TNF death inh = inhibitors of TNF-alpha induced necroptosis in Jurkat FADD-/- cells. hit rate 0.068% among 220,000. AID 463075. activation (protection from cell death), % at 10 µM. Jurkat FADD-/- TNF necroptosis rescue, ATP luminescence, 24 h; 0 = TNF only, 100 = no-TNF cells;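 active = activation, meaning protection from cell death, of at least 50% relative to plate controls; inactive = activation below 50%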;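 also: necroptosis triggered by 40 ng/mL TNF-alpha added together with compound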
Hck Nef HTS = blocks Nef-activated human Hck kinase. hit rate 0.68% among 220,000. P08631. inhibition, % at 20 µM. Recombinant Hck-YEEI plus Nef, Z-Lyte FRET kinase assay;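 active = Hck-Nef kinase inhibition above about 50%, limit read from the data; inactive = inhibition below that limit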;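 also: 0% = DMSO with Hck plus Nef and 100% = Hck alone without Nef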
Target sequence (P08631 whole entry, looked up): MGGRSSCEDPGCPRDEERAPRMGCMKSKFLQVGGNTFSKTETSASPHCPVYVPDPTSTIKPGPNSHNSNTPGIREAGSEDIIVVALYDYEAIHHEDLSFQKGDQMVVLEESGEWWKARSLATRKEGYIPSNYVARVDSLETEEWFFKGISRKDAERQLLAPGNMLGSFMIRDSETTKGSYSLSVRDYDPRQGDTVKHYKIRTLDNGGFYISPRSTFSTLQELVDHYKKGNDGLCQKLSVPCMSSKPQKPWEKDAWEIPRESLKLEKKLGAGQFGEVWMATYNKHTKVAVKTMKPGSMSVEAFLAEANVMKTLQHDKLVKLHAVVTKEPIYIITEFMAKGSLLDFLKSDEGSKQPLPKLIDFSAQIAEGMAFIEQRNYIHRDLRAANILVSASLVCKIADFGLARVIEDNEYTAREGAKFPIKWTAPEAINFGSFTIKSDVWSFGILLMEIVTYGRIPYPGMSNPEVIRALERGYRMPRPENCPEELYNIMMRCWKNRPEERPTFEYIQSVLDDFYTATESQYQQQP
* hit, by the source's call; i = inactive; · = no result given.

cpd | smiles | FXIIa inh | zVAD death inh | hK5 inh | Rad51 HR inh | FXIa inh 1536
1 | C=CCN1C(=O)/C(=C2/Sc3ccccc3N2C)SC1=Nc1c(C)n[nH]c1C | 7 | 0.2 | -19 | -1 | 9
2 | CC1(C)Cc2c(sc3c2c(=N)n(Cc2ccco2)c(=O)n3CC(=O)Nc2cccc(Cl)c2)CO1 | 8 | 0.8 | -4 | -4 | 5
3 | O=C1CC(c2ccc(F)cc2)CC(O)=C1C=NCCN1CCN(C(=O)Nc2ccccc2)CC1 (stereo not drawn) | 10 | 0.1 | -11 | 4 | -5
4 | O=C(O)c1ccccc1SC1CC(=O)N(c2cccc3ccccc23)C1=O (stereo not drawn) | 2 | 1.4 | -1 | 10 | -4
5 | CC(=O)c1cccc(S(=O)(=O)N2CCC(n3nnc4cc(F)ccc43)CC2)c1 | 16 | -0.1 | -2 | -5 | 7
6 | C=CCNC(=S)NCC | 7 | 0.6 | 7 | 11 | 0
7 | CCOC(=O)c1oc2ccc(OC)cc2c1NC(=O)CN1CCN(C)CC1 | 13 | -0.3 | -14 | 5 | 1
8 | CCC(CC)C(=O)Nc1cc(C(=O)NCCc2ccccc2)ccc1Cl | 18 | -0.5 | 2 | 1 | 6
9 | CN(C)C(/C=C/Nc1ccc([N+](=O)[O-])cc1)=C(C#N)C#N | 12 | -0.6 | -4 | 3 | 0
10 | CC1CN(CCc2ccccc2)c2nc3c(c(=O)[nH]c(=O)n3C)n2C1 (stereo not drawn) | 16 | 0.5 | -14 | 12 | 9
11 | CCCc1nc(SCC(=O)NNC(=O)C2CCCCC2)c2ccccc2n1 | -22 | 2.5 | 2 | -1 | -2
12 | O=C(c1cccc(S(=O)(=O)N2CCCCCC2)c1)N1CCN(c2ccccc2)CC1 | 5 | 0.8 | -3 | 9 | -2
13 | Cc1cccnc1NC(=O)/C=C/c1ccc2c(c1)OCO2 | 8 | 1.6 | -5 | 5 | 11
14 | CCn1cnc2c1c(=O)n(CC(=O)Nc1cc(C)on1)c(=O)n2Cc1ccccc1 | -6 | -0.4 | 8 | -9 | -4
15 | CCOc1ccc(C2C(C#N)=C(N)Oc3nc[nH]c(=O)c32)cc1 (stereo not drawn) | -2 | 0.8 | -1 | · | -5

cpd | thrombin 1536 | KCC2 mod | TNF death inh | Hck Nef HTS
1 | 3 | 0.58 | -1.1 | 1
2 | -2 | -2 | -0.8 | -1
3 | 3 | 1.1 | 0.6 | 0
4 | -3 | 1.9 | -0.4 | 23
5 | 2 | -0.21 | -0.7 | 0
6 | -2 | 0.2 | 0.6 | 11
7 | 1 | 0.071 | 1.5 | -2
8 | 2 | -0.92 | 0.1 | 0
9 | -3 | -0.0098 | 2.5 | 12
10 | -7 | 0.094 | -6.3 | 0
11 | 2 | · | -0.7 | 75*
12 | -7 | -0.64 | 2.1 | 8
13 | 4 | 0.24 | 1.9 | 2
14 | -3 | 0.77 | -3.3 | -1
15 | -3 | 0.036 | 0.5 | 14

Single values from the entries so far.
no. 5 @ FXIIa inh: 16
no. 14 @ thrombin 1536: -3

The listing continues.
cpd | smiles | FXIIa inh | zVAD death inh | hK5 inh | Rad51 HR inh | FXIa inh 1536
16 | CC(C)CCOc1ccc(C2=NNC(=O)CC2)cc1 | 2 | 0.9 | -22 | · | 5
17 | CC(C)c1ccc(/C=N/Nc2cc(N3CCOCC3)nc(N3CCOCC3)n2)cc1 | 18 | 4.6 | -10 | 10 | 5
18 | CCCCc1cc(=O)oc2c(CN(CC)CC)c(O)c(Cl)cc12 | 8 | 0.0 | i | -7 | -49
19 | Cc1nn(-c2ccc(Cl)cc2)c(Cl)c1/C=C(\C#N)C(N)=O | 4 | -0.6 | -5 | 4 | -1
20 | COC(=O)CSc1cnc2ccccc2n1 | 7 | 0.2 | 8 | -7 | 17
21 | CCOC(=O)c1c(NC(=O)CC2SC(N)=NC2=O)sc(C)c1C (stereo not drawn) | 5 | 2.0 | -3 | 1 | -6
22 | COc1ccccc1CC(=O)NCC(c1ccco1)N1CCCCC1 (stereo not drawn) | 5 | 2.6 | 0 | 1 | -4
23 | CCCCc1nnc(NC(=O)C2CCCO2)s1 (stereo not drawn) | 18 | -0.7 | -14 | 4 | 4
24 | O=C(Nc1ccc(C(=O)N2CCOCC2)cc1)Nc1ccc(Cl)cc1Cl | 7 | 1.6 | 0 | -4 | 5
25 | COc1cc(C2Nc3ccccc3C(=O)N2c2ccc3c(c2)OCCO3)ccc1OCC(C)C (stereo not drawn) | 15 | -0.5 | -41 | -3 | 29
26 | COc1ccc(Nc2ccccc2C(=O)O)cc1 | 12 | 0.5 | -8 | -26 | 8
27 | COc1ccc(C2N(C(=O)c3ccccc3)CCN2C(=O)c2ccc(C)cc2)cc1 (stereo not drawn) | 1 | 0.0 | -10 | 2 | -2
28 | CCCn1c(SCC(=O)NC2CCCCC2)nnc1-c1ccncc1 | -2 | 0.4 | -12 | 12 | -8
29 | COC(=O)c1ccc(C2NC(=O)c3c(sc(C)c3C)N2)cc1 (stereo not drawn) | 3 | 0.2 | -10 | -1 | 1
30 | O=C(CSc1nnc(-c2ccccc2F)n1C1CC1)Nc1cccnc1Cl | 12 | 0.3 | -15 | 2 | 6

cpd | thrombin 1536 | KCC2 mod | TNF death inh | Hck Nef HTS
16 | -6 | 0.46 | -0.3 | 2
17 | 0 | -1.6 | 1.7 | 4
18 | -76 | 0.31 | 0.7 | 155*
19 | -14 | -1.1 | -0.8 | 1
20 | 0 | -0.012 | 0.7 | -2
21 | -13 | -0.58 | -0.2 | 21
22 | -2 | -0.86 | 0.4 | -1
23 | 1 | 0.41 | -1.5 | -5
24 | 8 | 0.81 | 3.1 | 19
25 | 31 | -0.093 | -6.0 | 2
26 | 2 | -0.12 | -0.7 | -3
27 | 2 | 0.78 | 0.4 | 1
28 | -5 | 1 | -2.4 | 1
29 | -8 | -0.54 | 1.3 | 4
30 | -7 | -0.39 | 2.7 | 6

An excerpt from above, reduced to FXIIa inh, zVAD death inh and Hck Nef HTS.
cpd	compound	FXIIa inh	zVAD death inh	Hck Nef HTS
19	Cc1nn(-c2ccc(Cl)cc2)c(Cl)c1/C=C(\C#N)C(N)=O	4	-0.6	1
21	CCOC(=O)c1c(NC(=O)CC2SC(N)=NC2=O)sc(C)c1C (stereo not drawn)	5	2.0	21
27	COc1ccc(C2N(C(=O)c3ccccc3)CCN2C(=O)c2ccc(C)cc2)cc1 (stereo not drawn)	1	0.0	1
17	CC(C)c1ccc(/C=N/Nc2cc(N3CCOCC3)nc(N3CCOCC3)n2)cc1	18	4.6	4
24	O=C(Nc1ccc(C(=O)N2CCOCC2)cc1)Nc1ccc(Cl)cc1Cl	7	1.6	19

Next part
cpd | smiles | FXIIa inh | zVAD death inh | hK5 inh | Rad51 HR inh | FXIa inh 1536
31 | Cc1ccc(-n2nc(C)cc2N)c(C)c1 | 8 | 1.0 | 3 | 4 | -1
32 | O=C(COc1ccc2oc(-c3ccccc3)cc(=O)c2c1)Nc1ccccc1 | 10 | 7.0 | -5 | 4 | -1
33 | COCCCNS(=O)(=O)c1ccc(OC)c(Cl)c1Cl | -1 | 0.0 | 4 | 0 | 6
34 | CCN(CC)CCN1C(=O)C(=O)/C(=C(/O)c2c(C)[nH]c(C(=O)OC)c2C)C1c1cccc(OC)c1 (stereo not drawn) | 7 | 2.7 | 3 | -6 | 1
35 | O=C1c2ccccc2C(=O)c2c1ccc(C(=O)N1CCCCC1)c2NCCO | 5 | 0.0 | -18 | 2 | 6
36 | Cc1cc(NC(=O)CSc2nc3ccccc3n2CCC#N)no1 | · | 4.0 | -5 | 8 | -5
37 | COc1ccc(Cn2nnnc2CN(Cc2cc3cccc(C)c3[nH]c2=O)C2CCCC2)cc1 | 13 | -0.3 | -7 | 1 | 8
38 | COCCN1C(=O)c2oc3ccccc3c(=O)c2C1c1ccc(OC)c(OC)c1 (stereo not drawn) | 22 | · | -2 | -4 | 16
39 | CCOC(=O)c1ccccc1NC(=O)Cn1c(=O)n(Cc2ccccc2)c(=O)c2c(C)c(C)sc21 | 10 | 0.1 | -11 | -3 | 1
40 | Cc1ccc(C(=O)N2CC3(C(C)C)CN(C(=O)c4ccc(C)cc4)CC(C(C)C)(C2)C3=O)cc1 | 5 | -0.4 | -9 | -6 | 0
41 | O=c1cn[nH]c2ccccc12 | 11 | 0.8 | 5 | · | 9
42 | COc1ccc(-n2c(SC(CN3CCCCC3)CN3CCCC3=O)nc3ccccc3c2=O)cc1 (stereo not drawn) | 15 | 0.1 | -20 | 2 | -4
43 | COc1ccc(CCN2CNc3c(c(=O)n(C)c(=O)n3C)C2)cc1OC | 12 | -0.1 | 0 | 0 | 6
44 | CCC(c1nnnn1C(C)(C)C)N(Cc1cc2cccc(C)c2n2nnnc12)C1CCCC1 (stereo not drawn) | · | -0.7 | · | · | ·
45 | N#Cc1c(/N=C/c2cccnc2)sc2c1CCCC2 | 2 | 2.8 | -1 | · | -1

cpd | thrombin 1536 | KCC2 mod | TNF death inh | Hck Nef HTS
31 | -2 | 0.95 | -0.1 | -14
32 | -16 | 0.089 | 0.8 | 7
33 | -20 | -0.083 | -0.9 | 9
34 | -3 | 0.57 | 3.0 | -1
35 | 1 | -1.5 | -2.4 | 0
36 | -12 | -0.95 | -0.2 | -1
37 | -1 | -0.3 | -5.2 | 0
38 | 1 | -0.067 | 3.3 | -9
39 | -5 | 0.084 | 0.8 | 3
40 | 1 | -0.4 | -2.6 | 7
41 | 0 | -0.011 | 2.2 | 7
42 | 4 | 0.31 | -6.2 | 2
43 | 1 | 0.72 | -3.1 | 0
44 | · | 0.88 | 0.2 | 10
45 | -9 | -1.1 | 2.8 | -2

Part of the list above, bar-delimited:
item | structure | FXIIa inh | zVAD death inh | hK5 inh | Rad51 HR inh | FXIa inh 1536 | thrombin 1536 | KCC2 mod | TNF death inh | Hck Nef HTS
10 | CC1CN(CCc2ccccc2)c2nc3c(c(=O)[nH]c(=O)n3C)n2C1 (stereo not drawn) | 16 | 0.5 | -14 | 12 | 9 | -7 | 0.094 | -6.3 | 0
11 | CCCc1nc(SCC(=O)NNC(=O)C2CCCCC2)c2ccccc2n1 | -22 | 2.5 | 2 | -1 | -2 | 2 | · | -0.7 | 75*

More structures follow:
cpd | smiles | FXIIa inh | zVAD death inh | hK5 inh | Rad51 HR inh | FXIa inh 1536
46 | NC(=O)c1ccc(NCCc2ccccc2)c([N+](=O)[O-])c1 | 7 | -0.2 | -2 | 14 | -1
47 | COc1cccc(Oc2c(C)oc3c(CN4CCCC4)c(O)ccc3c2=O)c1 | -10 | 0.9 | -8 | · | -6
48 | CS(=O)(=O)c1sc(C#N)c2c1C(=O)CC(c1ccccc1)C2 (stereo not drawn) | 5 | 22 | -1 | -7 | 1
49 | COC(=O)c1ccccc1N1C(=O)[C@@H]2C(c3ccc(Br)cc3)=NO[C@@H]2C1=O | 12 | 0.8 | -8 | 8 | 5
50 | Cc1[nH]nc2ncc(C(=O)c3cc(F)ccc3O)cc12 | 23 | 0.3 | 7 | -6 | 7

cpd | thrombin 1536 | KCC2 mod | TNF death inh | Hck Nef HTS
46 | -4 | -2.5 | 1.0 | -7
47 | -7 | -0.78 | 1.1 | 5
48 | -5 | · | -31 | -26
49 | 0 | 0.29 | -1.4 | 7
50 | -1 | · | -2.3 | -1

Not all compounds are listed; the hit share may differ from the screen's.
